SENP8 block = inhibitors of human SENP8 protease; recombinant SENP8, Nedd8 substrate fluorescence; inhibition, % at 20 µM; AID 602440; 360,000 tested, 0.64% active; in the data active = inhibition mostly above about 40%, no sharp cut-off; inactive = mostly below about 27%
Target sequence (Q96LD8 whole entry, looked up): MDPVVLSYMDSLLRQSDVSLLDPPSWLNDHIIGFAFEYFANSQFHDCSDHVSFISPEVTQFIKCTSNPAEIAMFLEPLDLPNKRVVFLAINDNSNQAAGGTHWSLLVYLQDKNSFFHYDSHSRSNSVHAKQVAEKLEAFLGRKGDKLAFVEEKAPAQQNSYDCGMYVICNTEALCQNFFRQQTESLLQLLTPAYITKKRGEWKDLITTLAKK
SENP1 FRET inh = inhibitors of human SENP1 SUMO protease catalytic domain; inhibition, % at 10 µM; recombinant SENP1 catalytic domain, CyPet-SUMO1-YPet FRET cleavage; 360,000 tested, 0.21% active; AID 624204; Q9P0U3;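 active = inhibition at least 30% at 10 µM, raw YFP signal under a set limit, fluorescence ratio 0.5 to 1.5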;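 also: 0% = enzyme with DMSO and 100% = no enzyme wells; some results filed as inactive read as strong as hits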
Target sequence (Q9P0U3 419-644 limits assumed): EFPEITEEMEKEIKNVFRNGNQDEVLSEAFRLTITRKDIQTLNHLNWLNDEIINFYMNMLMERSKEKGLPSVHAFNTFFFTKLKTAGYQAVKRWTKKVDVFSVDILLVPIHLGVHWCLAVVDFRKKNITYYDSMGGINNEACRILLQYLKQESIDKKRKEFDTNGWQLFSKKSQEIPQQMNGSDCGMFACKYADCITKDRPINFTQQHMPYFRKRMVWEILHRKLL
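Assay system – human recombinant His6-tagged SENP1 catalytic domain enzyme · Input – SENP1 enzyme, 20 pM final · Buffer or medium – Tris pH 8 buffer plus EDTA, NaCl, BME, BSA, NP40, catalase · Schedule – 50 min reaction at room temperature · Technique – FRET read of cyan and yellow fluorescence · Control set – no-enzyme wells low, DMSO-plus-enzyme wells high control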
hIAP activ = increases human intestinal alkaline phosphatase activity; P09923; purified human IAP, CDP-Star luminescence, 30 min; stronger effect = higher value; 1 = vehicle-only enzyme, 0 = enzyme-free background; activation factor at 10 µM; 330,000 tested, 0.16% active; AID 2524;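 active = activation factor of the enzyme at least 2-fold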; also: the source names both 10 and 20 µM as test concentration; values of inactives mirror those of a sister screen read the other way
SENP6 block = SENP6 protease inhibition; Recombinant SENP6 catalytic domain, aminoluciferin luminescence; inhibition, % at 10 µM; 330,000 tested, 1.8% active;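 active = inhibition above about 50% at the single tested dose, limit read from the data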;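 also: plate controls were DMSO wells with enzyme for no effect and DMSO wells lacking enzyme for full effect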
NR3A LBD binder = NR3A (human) ligand-binding domain modulation | NR3A LBD differential scanning fluorimetry, Tm shift; 0% = protein alone, 100% = glycine-bound protein | Tm shift relative to glycine control, % at 25 µM | 340,000 tested, 2.5% active | AID 1259313;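 active = melting temperature shift of at least 10% of the positive control shift, at one fixed dose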
MPTP inh = permeability transition pore inhibition. isolated mouse mitochondria, Ca2+ swelling absorbance, 30 min. inhibition, % at 10 µM. 360,000 tested, 1.4% active;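 active = inhibition of 50% or more, scaled per plate between neutral and stimulator controls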;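 also: 0% = DMSO wells given calcium and 100% = 1 mM EGTA wells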
ATG4B inhibitor = inhibitors of human ATG4B cysteine protease; ATG4B cleavage of LC3-PLA2, NBD-HPC fluorescence, 1 h; 340,000 tested, 0.51% active; inhibition, % at 8.33 µM; in the data active = inhibition above about 40%
Target sequence (Q9Y4P1 whole entry, looked up): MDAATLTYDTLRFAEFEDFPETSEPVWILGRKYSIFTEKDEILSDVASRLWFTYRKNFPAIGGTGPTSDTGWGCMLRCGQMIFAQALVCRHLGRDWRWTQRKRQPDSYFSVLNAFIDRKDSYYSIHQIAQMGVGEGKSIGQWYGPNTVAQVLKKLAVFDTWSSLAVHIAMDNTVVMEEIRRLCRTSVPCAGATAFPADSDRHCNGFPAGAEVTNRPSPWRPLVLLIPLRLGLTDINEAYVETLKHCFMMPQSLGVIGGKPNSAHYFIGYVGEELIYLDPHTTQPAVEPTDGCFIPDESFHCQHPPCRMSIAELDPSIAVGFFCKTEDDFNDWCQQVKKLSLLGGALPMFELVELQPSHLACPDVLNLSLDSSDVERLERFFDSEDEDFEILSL
PfG6PD inh = PfG6PD (Plasmodium falciparum) enzyme inhibition. PfGluPho enzyme, NADPH resazurin-diaphorase fluorescence. 350,000 tested, 0.78% active. inhibition, % at 20 µM. AID 504690;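 active = inhibition reaching at least a set limit at 20 µM in the primary screen, cut at about 59% in these data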;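 also: 0% = DMSO wells with substrate and 100% = DMSO wells lacking glucose-6-phosphate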
* hit, by the source's call; . = no result given.

SMILES	SENP8 block	SENP1 FRET inh	hIAP activ	SENP6 block	NR3A LBD binder	MPTP inh	ATG4B inhibitor	PfG6PD inh
O=C(NCc1ccco1)c1ccc(Cn2c(=O)c3ccccc3n(Cc3ccc(Cl)cc3)c2=O)cc1	9	2	0.93	-10	1	2.2	-8	2
Cn1c(SCC(=O)N2CCCc3ccccc32)nnc1-c1cccs1	10	0	0.84	-4	-3	-2.6	0	9
O=c1[nH]c(=S)[nH]c2nc(-c3cccs3)cc(C(F)(F)F)c12	-202	-6	0.99	3	-10	0.7	7	-21
CCN(CC)CCNC(=O)c1cc2ccccc2nc1Cl	7	1	1.1	-2	0	-2.1	-1	2
CCc1ccc(S(=O)(=O)N2CC(=O)Nc3ccccc32)cc1	15	-1	0.94	-8	-3	0.4	-4	-5
Cc1ccc(C(=O)NCCCC(=O)O)o1	14	1	0.87	-28	0	-0.1	-5	4
CCN(Cc1ccncc1)Cc1c(O)ccc2cc(Br)ccc12	16	-36	1	8	-4	-0.2	-16	10
CC(=O)c1ccc(NC(=O)Cn2nc(C)c([N+](=O)[O-])c2C)cc1	24	2	1	3	-3	0.1	-5	-2
Cc1ccc(S(=O)(=O)Nc2cc3c4c(c2)CC(=O)N4CCC3)cc1	2	0	1	-7	-1	0.5	1	7
COC(=O)NCC12CC3CC(C1)CC(CNC(=O)OC)(C3)C2	11	5	1	-6	0	-0.3	-1	-12
COc1ccc(C2NN=C(c3ccc(C)cc3)S2)cc1OC (configuration not stated)	-394	2	1.1	93*	2	-0.3	-5	0
CN1C(=O)/C(=C/c2cc3c(cc2Br)OCO3)NC1=S	-14	-91	1	3	-7	-0.4	13	26
O=C(NCc1ccccc1)c1cnsn1	-14	0	0.95	-5	-3	-0.6	3	-18
CCC1CCc2sc(C(=O)N(C)CC(=O)Nc3cccc(OC)c3)cc2C1 (configuration not stated)	-3	2	0.93	8	-4	-1.8	-11	11
CC(=O)Nc1ccc(OS(=O)(=O)c2ccc([N+](=O)[O-])cc2)cc1	16	2	0.98	2	-6	-1.1	-5	-2
CC(NC(=O)COC(=O)C1CCC1)c1ccccc1 (configuration not stated)	10	1	1.1	-4	1	-0.9	-4	1
CCC(C)N(C(=O)COC(=O)C1CCN(S(=O)(=O)c2ccc(C)c(C)c2)CC1)C1CCS(=O)(=O)C1 (configuration not stated)	15	-1	1	-14	2	0.6	-4	-1
CC(c1ccco1)N(C(=O)c1ccc(S(=O)(=O)N2CCCCC2)cc1)c1ccccn1 (configuration not stated)	12	1	1	-7	2	1.0	-13	2
CC(C)Nc1nnc(SCC(=O)N2CCN(C(=O)c3ccco3)CC2)s1	6	0	1.2	-1	-1	-2.3	-9	5
COc1cccc(/C=N/NC(=O)CN(CCc2ccccc2)S(=O)(=O)c2ccc(NC(C)=O)cc2)c1	3	1	0.93	-6	7	-4.6	2	17
CC(=O)c1ccc(N2CCN(C(=O)Nc3ccc(Cl)cc3)CC2)cc1	-129	3	1.1	-11	0	0.6	-4	0
Cc1ccc(-c2nc(C3CCCN(S(=O)(=O)c4ccc(C)cc4)C3)no2)cc1 (configuration not stated)	15	1	0.8	-17	2	0.8	-8	20
O=C(CSc1nc2cccnc2n1Cc1ccccc1)NCc1ccco1	-16	-2	0.86	-15	0	-0.6	0	7
CC(C(=O)Nc1ccccc1-c1ccccc1)N1CCOCC1 (configuration not stated)	4	0	0.82	-2	-18	0.9	8	-16
CCOC(=O)CN/C=C(\C#N)c1ccccc1	-68	0	0.74	-1	-2	-0.1	2	26
C/C=C(/C)C(=O)Nc1cccc(C2=NOC3(C2)C[C@@H](C(N)=O)N(C(=O)CCCCC)C3)c1 (some centres not stated)	-3	1	1	-10	0	0.4	-11	-22
Cc1ccc(CN(C)C(=O)c2cccc(S(=O)(=O)N3CCc4ccccc4C3)c2)o1	10	-4	1	-12	1	-2.1	-4	7
Cc1ccc(N(CC(=O)NC(C)(C)C)C(=O)CCC(=O)Nc2ccccn2)cc1	-6	4	.	.	.	0.5	.	-1
O=C(CNC(=O)c1ccc(Cl)cc1)Nc1ccc(S(=O)(=O)Nc2ncccn2)cc1	8	-2	0.98	-14	0	-0.7	0	-26
Cn1c(=O)c2c(nc(N3CCCC3)n2C)n(C)c1=O	9	1	1.1	11	2	-0.8	6	-12
Cc1cc2ncn(CC(O)COc3cccc(C(=O)O)c3)c2cc1C (configuration not stated)	10	2	0.86	-9	0	-0.9	-5	-15
CN1CCCC(CC2Oc3ccccc3Sc3ccccc32)C1 (configuration not stated)	4	2	0.8	-6	-8	-0.5	31	13
CN=C1c2cc3cc(OC)ccc3n2CCN1Cc1ccccc1	-129	6	.	.	-3	3.4	9	-2
N#C/C(=C(/O)CCl)c1nnc2n1CCCCC2	17	0	0.98	7	0	-0.4	2	-8
COc1ccc(OC)c(/C=N/N=C2\SCC(=O)N2Cc2ccco2)c1	-2	0	0.99	15	2	1.6	-2	5
Cc1ccc(Cn2cccc(NC(=O)c3ccco3)c2=O)cc1	-16	-1	0.83	-5	1	0.0	-15	5
CC(=O)Nc1ccc(NC(=O)CSc2nc3c(=O)n(C)c(=O)n(C)c3n2C)cc1	15	-1	1.4	-3	4	-0.3	3	8
CC1(c2ccc(OC(F)F)cc2)NC(=O)N(CC(=O)Nc2ccc(F)cc2)C1=O (configuration not stated)	14	0	1.1	-12	-1	0.4	0	10
FC(F)(F)c1cccc(NC(=S)NCc2ccc(Cl)cc2)c1	9	2	1.1	-5	20*	78*	14	14
CC1CCN(CCCNC(=O)c2ccc3c(=O)n(Cc4ccc(Cl)cc4)c(=S)[nH]c3c2)CC1	30	-2	1.1	4	-7	95*	-2	4

2 records drawn at random from those above:
SMILES	SENP8 block	SENP1 FRET inh	hIAP activ	SENP6 block	NR3A LBD binder	MPTP inh	ATG4B inhibitor	PfG6PD inh
CC1(c2ccc(OC(F)F)cc2)NC(=O)N(CC(=O)Nc2ccc(F)cc2)C1=O (configuration not stated)	14	0	1.1	-12	-1	0.4	0	10
CN1CCCC(CC2Oc3ccccc3Sc3ccccc32)C1 (configuration not stated)	4	2	0.8	-6	-8	-0.5	31	13

Additional records
SMILES	SENP8 block	SENP1 FRET inh	hIAP activ	SENP6 block	NR3A LBD binder	MPTP inh	ATG4B inhibitor	PfG6PD inh
CC(=O)c1ccc(NC(=S)NCc2ccco2)cc1	9	-2	1.3	-7	1	0.6	-4	2
Cc1cccc(C)c1NC(=O)c1cc(S(=O)(=O)N2CCC3(CC2)OCCO3)ccc1F	20	2	.	.	.	1.9	.	28
CC(=O)OCc1c(C(F)(F)F)nn(C)c1SCc1ccc(Cl)cc1	29	-1	1.1	-10	1	-4.1	-8	28
CCCCOc1ccc(NC(=O)CN2CCN(CC)CC2)cc1	7	2	0.83	20	-1	0.7	0	-2
CCNS(=O)(=O)c1ccc(CCC(=O)NCc2ccc3c(c2)OCO3)cc1	10	0	1.1	-33	2	2.9	-2	4
COc1ccc(-n2ccnc2SCC(=O)Nc2cc(C)on2)cc1	0	1	0.92	-7	2	-0.8	-3	9
COCCCn1c(=O)c2sccc2n(Cc2cccc(C)c2)c1=O	0	1	1.3	-4	-2	1.1	-3	-1
CNc1nc(C)c(C(C)=O)cc1C#N	-6	1	1.3	-6	0	-0.6	-4	-7
CC(C)CC(=O)Nc1nc2c(c(=O)[nH]1)CCCC2	21	3	0.98	-13	-1	0.5	11	-5
C[C@H]1CN(C2CCCCC2)C(=O)[C@@H]1CC(=O)Nc1ccc(Br)cc1	17	1	.	.	.	-0.5	.	18

Two compounds from above, reduced to PfG6PD inh.
Molecule	PfG6PD inh
CC(=O)OCc1c(C(F)(F)F)nn(C)c1SCc1ccc(Cl)cc1	28
CCCCOc1ccc(NC(=O)CN2CCN(CC)CC2)cc1	-2

Going on with the list.
SMILES	SENP8 block	SENP1 FRET inh	hIAP activ	SENP6 block	NR3A LBD binder	MPTP inh	ATG4B inhibitor	PfG6PD inh
CSCC[C@H](NC(=O)C1CCN(S(=O)(=O)c2ccc(C)cc2)CC1)C(=O)NCc1ccco1	-3	1	1.2	-17	-1	-0.7	2	0
Cn1nnnc1SCc1ccccc1F	13	-2	0.92	1	-1	1.5	5	-9
COC(=O)CS(=O)(=O)c1ccc2c(c1)CC(=O)N2	20	0	1.1	-1	4	-0.2	-3	-4
Cc1ccc(NC(=O)Nc2ccc3c(c2)OCO3)cc1F	3	1	0.98	-1	7	7.3	5	12
COC(=O)Cn1cc(C(=O)OC)c2ccccc21	25	3	0.92	9	1	-1.8	-7	8
Cc1ccc(CNS(=O)(=O)c2ccc3c(c2)N(C)CCO3)cc1	-3	0	1	4	0	0.6	17	-5
O=C(Nc1ccnn1C1CCN(C(=O)c2cccc(Cl)c2)CC1)C1CCOC1 (configuration not stated)	6	1	0.8	2	-2	-1.6	5	0
COC(=O)c1cccc(NS(C)(=O)=O)c1C	33	1	0.86	-16	-1	1.5	-9	-7
Cc1ccc(-c2nn(C)c(=O)c3ccccc23)cc1S(=O)(=O)NCCN1CCOCC1	11	-5	1	-8	-1	1.0	-4	-1
Nc1nnc(SCC(=O)Nc2cccnc2Cl)s1	9	-1	1.2	-15	-2	0.3	-1	-9

Single values from the entries so far:
PfG6PD inh, COC(=O)CS(=O)(=O)c1ccc2c(c1)CC(=O)N2 reads -4
SENP6 block, COC(=O)Cn1cc(C(=O)OC)c2ccccc21 reads 9
MPTP inh, Cc1ccc(NC(=O)Nc2ccc3c(c2)OCO3)cc1F reads 7.3
hIAP activ, CSCC[C@H](NC(=O)C1CCN(S(=O)(=O)c2ccc(C)cc2)CC1)C(=O)NCc1ccco1 reads 1.2
MPTP inh, Cc1ccc(-c2nn(C)c(=O)c3ccccc23)cc1S(=O)(=O)NCCN1CCOCC1 reads 1.0
SENP1 FRET inh, Cc1ccc(CNS(=O)(=O)c2ccc3c(c2)N(C)CCO3)cc1 reads 0

Structural class: the compounds so far with a nitro group on carbon
SMILES	SENP8 block	SENP1 FRET inh	hIAP activ	SENP6 block	NR3A LBD binder	MPTP inh	ATG4B inhibitor	PfG6PD inh
CC(=O)c1ccc(NC(=O)Cn2nc(C)c([N+](=O)[O-])c2C)cc1	24	2	1	3	-3	0.1	-5	-2
CC(=O)Nc1ccc(OS(=O)(=O)c2ccc([N+](=O)[O-])cc2)cc1	16	2	0.98	2	-6	-1.1	-5	-2

Going on with the list.
SMILES	SENP8 block	SENP1 FRET inh	hIAP activ	SENP6 block	NR3A LBD binder	MPTP inh	ATG4B inhibitor	PfG6PD inh
O=C(OCc1cc(=O)n2ccsc2n1)c1ccccc1NCCO	-493	0	0.92	-22	-1	-0.3	-2	9
COc1cccc(-c2nn(C)c3sc(C(=O)NCc4ccc(C)cc4)cc23)c1	-242	1	0.95	-12	-6	22	-31	14
COCCn1c(SCC(=O)N2CCCC2)nnc1-c1ccco1	2	0	1	-19	-2	0.3	-3	4
COc1ccc(C(=O)n2nc(-c3ccco3)nc2N)cc1OC	15	3	.	.	1	0.4	-8	-5
CC(Cc1ccc(Cl)cc1)N1CCC(n2nccc2NC(=O)C2CCCC2)CC1 (configuration not stated)	2	-16	2.3*	-6	-1	0.8	18	14
COCCNC(=O)C1CC(c2cccc(F)c2)=NO1 (configuration not stated)	9	2	0.89	6	-2	-0.7	2	-4
CCOc1ccccc1/C=N/NC(=O)c1nnn(-c2nonc2N)c1CN1CCC(C)CC1	6	0	0.9	-2	-2	-0.7	0	-1
C=CCn1c(N)nc2ccccc21	25	2	1.1	5	-4	-0.3	1	14

Screens as filed in PubChem.
